AI-2 QS mod = modulates the Vibrio harveyi AI-2 quorum sensing system; Vibrio harveyi JMH597 AI-2 luminescence/OD600 ratio, 9 h; hits give low values; strain lacks LuxN and CqsS sensors; 0 = neutral-control median; activity change, % at 7.5 µM; 300,000 tested, 0.4% active; AID 2094; in the data active means activity change below about -75%, passing the limit was not always enough; inconclusive means no clear call, values can overlap the other calls;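 further: luminescence divided by OD600 gain over 9 h not by final OD600 alone; inactives centre near 13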
HSP90 inh = HSP90 refolding inhibition in rabbit reticulocyte lysate. inhibition, % at 5.6 µM. 290,000 tested, 0.91% active. luciferase refolding luminescence, 3 h;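 active means inhibition above the screen-wide mean plus 3 SD, computed separately per campaign, cut at about 16% in these data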;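 further: 0% = DMSO wells and 100% = 60 µM geldanamycin wells; inhibitors lower the luminescence because luciferase stays unfolded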
HIF act = HIF pathway transcriptional activation. U2OS HRE-luciferase reporter, luminescence; normalized: DMSO 0%, desferrioxamine 100%. activation, % at 7.5 µM (by protocol). 300,000 tested, 0.32% active;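 active means mean activation of at least 10% of the iron chelator positive control signal, with at least half of replicates also reaching 10%; inconclusive means mean and replicate majority disagree about reaching 10%; inactive means mean and most replicates under 10%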
Platelet DG rel = modulates dense granule release in human platelets; human platelet-rich plasma, SFLLRN dense granule ATP release, luminescence; inhibition, %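 (compounds screened at 7.5 µM in platelet-rich plasma)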; AID 1663; 300,000 tested, 0.22% active;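 active means mean replicate score, as percent of positive control, at or above 50; inconclusive means mean below 50 but at least one replicate at or above 50; inactive means mean and every replicate below 50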
IEC-6 cytotox = IEC-6 cytotoxicity, counter-screen for KLF5 inhibitors. luminescence viability. inhibition, % at 5 µM. 290,000 tested, 0.78% active; in the data active means inhibition above about 22%;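 further: 0% = plate median of test compound wells and 100% = cytotoxic reference compound wells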
HDAC3 inhib = inhibitors of human histone deacetylase 3. recombinant HDAC3, fluorogenic peptide/trypsin coupled, fluorescence. O15379. 320,000 tested, 0.15% active. inhibition, % at 8.3 µM. AID 2718; in the data active means inhibition above about 26%, passing the limit was not always enough; inconclusive means no clear call, values can overlap the other calls
Target sequence (O15379 whole entry, looked up): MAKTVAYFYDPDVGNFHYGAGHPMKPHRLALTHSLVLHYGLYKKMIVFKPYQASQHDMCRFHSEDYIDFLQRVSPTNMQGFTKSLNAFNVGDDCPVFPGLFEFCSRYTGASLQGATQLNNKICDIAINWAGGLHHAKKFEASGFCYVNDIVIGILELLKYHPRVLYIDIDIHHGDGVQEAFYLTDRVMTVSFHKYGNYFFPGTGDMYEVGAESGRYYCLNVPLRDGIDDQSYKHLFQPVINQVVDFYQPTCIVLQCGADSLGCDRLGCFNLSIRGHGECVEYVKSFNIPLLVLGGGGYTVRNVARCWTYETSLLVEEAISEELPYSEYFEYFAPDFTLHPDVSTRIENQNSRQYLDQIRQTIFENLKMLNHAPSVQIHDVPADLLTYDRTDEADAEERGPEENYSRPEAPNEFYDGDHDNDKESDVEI
HSF1 inhib = HSF1 inhibition. NIH3T3-HGL HSE-luciferase, MG132-induced, luminescence 8 h; hits give low values. activity change, negative = inhibition, % at 7.5 µM (by protocol). 300,000 tested, 0.77% active. AID 2098;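 active means more than half of replicate wells show activity change below -50%, luminescence cut by over half; inconclusive means some wells, but at most half, below -50%; inactive means no replicate well below -50%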;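 further: luciferase reports HSF-1 transcriptional activity via heat shock element; 0% = median of DMSO wells and -100% = zero luminescence signal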
HSF-1 act = increases HSF-1 driven luciferase reporter signal; NIH3T3-HGL HSF-1 luciferase reporter, MG132, 8 h; 100% = twice DMSO control signal; activation, % at 9 µM; 300,000 tested, 1.7% active; AID 504408;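 active means mean replicate activation of at least 50% with a set share of replicates each reaching 50%; inconclusive means only one of those two conditions met; inactive means mean below 50% and too few replicates reaching it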;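 further: 0% = median of the neutral control wells and 100% = twice that signal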
aSyn 5UTR inh = 5' untranslated region of α-synuclein, MLPCN primary screen. alpha-synuclein 5'UTR reporter, inhibitor activity. inhibition, % (tested at 7.5 µM). 300,000 tested, 0.82% active. AID 1813; in the data active means inhibition above about 60%; inconclusive means no clear call, values can overlap the other calls;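 further: H4 neuroglioblastoma cells stably carrying SNCA 5'UTR luciferase fusion; 0% = DMSO wells and 100% = positive control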
KLF5 inhibitor = inhibitors of KLF5 expression. inhibition, % at 5 µM. DLD-1 KLF5 promoter-luciferase reporter, luminescence. AID 1700. 290,000 tested, 0.23% active;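 active means inhibition above a per-plate limit of that plate's mean compound inhibition plus 3 SD, cut at about 60% in these data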;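 further: 0% = DMSO wells and 100% = LY294002 at 200 µM; higher means less KLF5 promoter-driven luciferase light; inactives centre near -14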
Starred values were filed as active, the others as inactive; ? = inconclusive; nt = no result given.

Compound,AI-2 QS mod,HSP90 inh,HIF act,Platelet DG rel,IEC-6 cytotox,HDAC3 inhib,HSF1 inhib,HSF-1 act,aSyn 5UTR inh,KLF5 inhibitor
O=C(Nc1ccc(F)cc1)c1ccccc1NC(=O)C1CC=CCC1C(=O)O (stereo not drawn),39,-3,nt,nt,-1,1,nt,nt,nt,-48
COc1ccc(/C=N/Nc2cc(N3CCOCC3)ncn2)c(OC)c1,26,-2,0.6,2,0,-1,1,-1,-17,-21
Cc1cc(C)cc(C(=O)OCC(=O)NCc2cccs2)c1,19,4,0.2,-5,3,1,6,-5,-2,27
O=C(O)c1cc(NC(=O)c2ccc(Cl)c([N+](=O)[O-])c2)cc(C(=O)O)c1,38,-1,-0.1,2,-2,-1,-2,-5,-13,-26
CCOc1ccc(NC(=S)NNC(=O)c2ccc(Br)cc2)cc1,31,0,-2.9,0,4,-2,-22,-26,1,-5
O=C(NCc1cccnc1)c1ccc(COc2ccc3c(c2)CCC3)o1,-5,-2,-0.3,-10,-2,3,18,10,15,-46
On1onc2c3cc(-c4ccccc4)nc3ccc21,nt,0,nt,nt,3,7,nt,nt,nt,-3
O=[N+]([O-])c1ccc(N2CCSCC2)cc1,2,-3,-0.2,3,-5,7,nt,nt,32,-13
N#Cc1c(N)n(CCNC(=O)c2ccccc2)c2nc3ccccc3nc12,-2,2,-0.6,2,-8,-95,8,1,11,-29
c1ccc(Cc2nnc3sc(-c4ccncc4)nn23)cc1,35,1,-0.4,-3,-6,0,-8,-11,22,-46
Cc1ccc(S(=O)(=O)Cn2nnnc2CN2CCN(C(=O)c3ccco3)CC2)cc1,32,4,0.7,3,-2,-7,-3,-5,10,-4
CC(C)(C)NC(=O)c1nn2c(C(F)(F)F)cc(-c3ccccc3)nc2c1Br,2,3,-29,-14,-1,-2,-6,-13,7,-44
Oc1ccc(Br)cc1CN1CCCCCCC1,3,4,0.0,-5,4,5,15,35,6,-28
O=c1ccc2ccc(OCCOc3cccc(Cl)c3)cc2o1,?,-1,1.4,-15,2,-13,16,28,-59,-33
CCOc1ccc(-c2nc3scc(-c4cccs4)c3c(=O)[nH]2)cc1,16,-2,0.9,1,-2,3,2,12,-44,19
O=C(Oc1ccc(C(=S)N2CCOCC2)cc1)c1cccc([N+](=O)[O-])c1,14,1,0.0,2,3,13,-8,-7,8,-33
OCCN(Cc1ccccc1)CC(O)COc1ccc(-c2ccccc2)cc1 (stereo not drawn),1,-3,-0.3,0,-7,12,-21,-27,-96,-21
CCN(CC)c1ccc(S(=O)(=O)N2CCOCC2)cc1NC(=O)CSc1cccc[n+]1[O-],25,3,-0.5,4,-4,6,-5,-10,3,1
COc1ccc(NC(=O)c2cc(S(=O)(=O)N3CCS(=O)(=O)CC3)ccc2Cl)cc1,18,-8,0.0,19,0,0,-1,-13,-2,-49
Cc1ccc(Cc2c(C)nc3nc(SCC(=O)NCCN4CCOCC4)nn3c2C)cc1,6,0,-0.4,-1,-2,0,14,14,33,-16

Sorted by value in Platelet DG rel (smallest number first): 5 from the list above.
SMILES | Platelet DG rel
CC(C)(C)NC(=O)c1nn2c(C(F)(F)F)cc(-c3ccccc3)nc2c1Br | -14
Oc1ccc(Br)cc1CN1CCCCCCC1 | -5
O=C(Oc1ccc(C(=S)N2CCOCC2)cc1)c1cccc([N+](=O)[O-])c1 | 2
Cc1ccc(S(=O)(=O)Cn2nnnc2CN2CCN(C(=O)c3ccco3)CC2)cc1 | 3
CCN(CC)c1ccc(S(=O)(=O)N2CCOCC2)cc1NC(=O)CSc1cccc[n+]1[O-] | 4

The list continues:
Compound,AI-2 QS mod,HSP90 inh,HIF act,Platelet DG rel,IEC-6 cytotox,HDAC3 inhib,HSF1 inhib,HSF-1 act,aSyn 5UTR inh,KLF5 inhibitor
COc1cccc(C(=O)NCC(=O)N/N=C/c2cn[nH]c2-c2ccccc2)c1,28,3,0.1,-3,3,-1,-6,-2,2,-32
O=C(CCN=C1NS(=O)(=O)c2ccccc21)OCc1ccccc1,6,nt,-0.2,2,nt,nt,-6,-7,20,nt
Cc1csc(SCC(=O)Nc2nnc(C)s2)n1,3,3,0.1,14,0,-1,6,3,17,-24
O=C(O)c1ccc2c(c1)[C@@H]1C=CC[C@@H]1[C@H](c1ccccn1)N2,-4,6,0.2,2,-22,7,0,1,16,-7
Cc1cc(S(=O)(=O)N2CCN(c3ccccn3)CC2)c(C)cc1Cl,7,2,0.5,nt,-2,7,16,9,-8,-29
Cc1ccc2sc(N(CCCN(C)C)C(=O)CCS(=O)(=O)c3ccccc3)nc2c1C,-3,1,-1.1,6,24*,-5,75,111*,44,5
COC(=O)CNC(=O)c1ccc(OC2CCN(C(=O)C3CC3)CC2)cc1,24,-5,-0.8,-3,-10,2,-2,-9,-1,-7
CCOC(=O)c1cc(C(=O)NN)c(=O)[nH]c1C,24,5,-1.4,-3,-3,nt,0,2,-17,-16
C=COCCNC(=O)C1CC(=O)N(c2ccc(C)cc2)C1 (stereo not drawn),11,1,0.2,-13,-13,-5,-10,-37,16,-12
CCCc1nnc(NC(=O)Cn2cnc3ccccc3c2=O)s1,-86*,-4,-0.1,-8,-2,-3,1,19,12,-19

Entries of single compounds, quoted from the list:
Cc1csc(SCC(=O)Nc2nnc(C)s2)n1 as listed: AI-2 QS mod: 3; HSP90 inh: 3; HIF act: 0.1; Platelet DG rel: 14; IEC-6 cytotox: 0; HDAC3 inhib: -1; HSF1 inhib: 6; HSF-1 act: 3; aSyn 5UTR inh: 17; KLF5 inhibitor: -24
COC(=O)CNC(=O)c1ccc(OC2CCN(C(=O)C3CC3)CC2)cc1 as listed: AI-2 QS mod: 24; HSP90 inh: -5; HIF act: -0.8; Platelet DG rel: -3; IEC-6 cytotox: -10; HDAC3 inhib: 2; HSF1 inhib: -2; HSF-1 act: -9; aSyn 5UTR inh: -1; KLF5 inhibitor: -7

Continued.
SMILES | AI-2 QS mod | HSP90 inh | HIF act | Platelet DG rel | IEC-6 cytotox | HDAC3 inhib | HSF1 inhib | HSF-1 act | aSyn 5UTR inh | KLF5 inhibitor
S=C(NCCC1=CCCCC1)NCc1ccco1 | 0 | 3 | 1.8 | -3 | 4 | 2 | 4 | 5 | -60 | -25
CC(=O)c1cccc(NC(=O)c2cc(-c3ccc(F)cc3)on2)c1 | 14 | -4 | 0.3 | 7 | -2 | 4 | 6 | 9 | -50 | -18
CC(C)(C)c1ccc(C(=O)Nc2ccccc2Cl)cc1 | 12 | 11 | 0.4 | -1 | -1 | 9 | -5 | -21 | -88 | -175
COC(=O)C1=C(C(=O)OC)[C@@H]2N(C)c3ccccc3[C@@]23C[C@@H](C(=O)OC)N(C(=O)c2ccco2)C3=N1 | 13 | nt | -3.0 | -14 | nt | 2 | 1 | 9 | -31 | nt
O=S(=O)(Nc1ccc(Cc2ccncc2)cc1)c1ccc(Cl)c(Cl)c1 | 20 | 2 | -0.5 | 0 | -2 | -5 | 14 | 22 | 32 | -15
Cc1cc(S(=O)(=O)NCC2CCCO2)c(C)cc1Br (stereo not drawn) | 19 | -4 | 1.4 | 10 | 0 | 2 | 7 | 20 | 10 | -30
O=C(CCc1nnc2ccc(N3CCC4(CC3)OCCO4)nn12)N1CCCCC1 | 3 | -1 | -0.4 | -2 | 7 | 2 | -3 | -9 | 24 | -16
CCc1nc(C)cc(N)c1OCc1ccccc1 | 43 | 1 | 0.0 | -1 | 3 | -3 | -8 | -7 | 14 | -3
COc1cccc(C(=O)COC(=O)CCC(=O)NC2CCCCC2)c1 | 11 | -1 | -0.1 | 1 | -1 | 1 | -4 | 1 | -8 | -11
CCCN1C(=O)/C(=C/c2ccc(OCc3ccc(C(=O)O)cc3)c(OC)c2)NC1=S | -5 | nt | 0.2 | 2 | nt | -4 | -10 | -1 | 8 | nt
O=C(NC1CCCN(c2ccc(C(F)(F)F)cn2)C1)c1cc(Cl)ccc1F (stereo not drawn) | 45 | -2 | -0.2 | -22 | -6 | 3 | 16 | 19 | 3 | -19
CCOC(=O)Cc1csc(NC(=O)Nc2ccccc2)n1 | 21 | 3 | -0.3 | nt | 2 | 3 | 8 | 10 | -46 | -21
Cc1cccc(-n2ccc(=O)c(C(=O)Nc3ccc(S(=O)(=O)Nc4nccs4)cc3)n2)c1 | 3 | -4 | -0.2 | 1 | -8 | 5 | -2 | -15 | -4 | -26
COc1ccc(CNC(=O)C2(CC3CC(c4ccccc4)=NO3)CCN(C(=O)C3CCCC3)CC2)cc1 (stereo not drawn) | 15 | 3 | -0.1 | 2 | 2 | 3 | 4 | 12 | 3 | -23
COCCN1CCN(Cc2nc(C3(c4ccc(C)cc4)CCCC3)no2)CC1 | 12 | -3 | -0.8 | -2 | 1 | -3 | -5 | -15 | 12 | -12
CCCC(=O)NC(Nc1ccc(S(=O)(=O)Nc2ncccn2)cc1)(C(=O)OCC)C(F)(F)F (stereo not drawn) | 15 | -2 | -0.5 | -28 | 1 | -9 | -9 | -24 | 13 | -9
COc1cccc(CN2CCN(Cc3ccc(O)c(OC)c3)CC2CCO)c1 (stereo not drawn) | -3 | -1 | -0.1 | -3 | 0 | 0 | 8 | 18 | 4 | -19
CC(C)c1ccc(N(CC(=O)O)S(=O)(=O)c2cccnc2)cc1 | 6 | -2 | -0.5 | 1 | -6 | 4 | 2 | 0 | 19 | -24
CN(C(=O)COC(=O)c1cc(S(=O)(=O)N(C)C)ccc1Cl)C1CCS(=O)(=O)C1 (stereo not drawn) | 12 | nt | -1.4 | 1 | nt | 7 | -7 | 0 | 6 | nt
O=C(CSc1nc(-c2ccccc2)cc(C(F)(F)F)n1)c1cccc([N+](=O)[O-])c1 | 28 | 2 | 0.4 | 2 | -6 | 2 | 7 | 10 | 34 | -10
CSc1ccccc1OCc1cc(C(=O)NCc2ccc(C)s2)no1 | 1 | 0 | 1.0 | 4 | -2 | 6 | 7 | 33 | -36 | -59

Source: PubChem (several laboratories)

Compounds as they come. Share with any hit: about 5%.
